Assay outcomes from PubChem BioAssay.
3T3 cytotox – NIH 3T3 cell cytotoxicity; NIH 3T3 viability, CellTiter-Glo ATP luminescence, 48-72 h; Potency, µM (series often up to 96.7 µM), without a hit: at the highest dose activity change, negative = cytotoxicity, hits mostly inhibitors; 94,000 compounds, 4.3% hits; AID 1345082; further: potency means the concentration at half of the fitted maximal effect; nearly all actives have a fitted effect of over 55% in size
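Cells were seeded at 400 per well, treated with pin-transferred compound, and kept 48 or 72 hr at 37 °C before CellTiter-Glo addition and luminescence imaging of cellular ATP.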
SNCA viab count – reduces viability of HEK-293 SNCA reporter cells; HEK-293-SNCA-luc viability, GF-AFC fluorescence, 24 h; Potency, µM (titrated, usually from 57.1 µM), inactives show at the highest dose activity change, negative = cytotoxicity, usual class: cytotoxic; 150,000 compounds, 0.12% hits; AID 1671193;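 further: potency means the concentration at half of the fitted maximal effect; 0% = DMSO-treated cells and -100% = medium-only wells without cells; nearly all actives have a fitted effect of over 30% in size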
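HEK-293-SNCA-luc cells (1500/well) plated 24 h, then exposed 24 h to a dilution series; GF-AFC added 30 min at 37C, fluorescence 405/540 nm; normalised to medium-only and DMSO wells, Hill fit.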
IP6K1 inhibitor – inhibitors of human IP6K1. AID 1645851. 140,000 compounds, 0.81% hits. Q92551. IP6K1 kinase, ADP-Glo luminescence, 2 h; active compounds read low. activity change, % (series mostly up to about 58 µM); in the data active means activity change below about -25%
Target sequence (Q92551 whole entry, looked up): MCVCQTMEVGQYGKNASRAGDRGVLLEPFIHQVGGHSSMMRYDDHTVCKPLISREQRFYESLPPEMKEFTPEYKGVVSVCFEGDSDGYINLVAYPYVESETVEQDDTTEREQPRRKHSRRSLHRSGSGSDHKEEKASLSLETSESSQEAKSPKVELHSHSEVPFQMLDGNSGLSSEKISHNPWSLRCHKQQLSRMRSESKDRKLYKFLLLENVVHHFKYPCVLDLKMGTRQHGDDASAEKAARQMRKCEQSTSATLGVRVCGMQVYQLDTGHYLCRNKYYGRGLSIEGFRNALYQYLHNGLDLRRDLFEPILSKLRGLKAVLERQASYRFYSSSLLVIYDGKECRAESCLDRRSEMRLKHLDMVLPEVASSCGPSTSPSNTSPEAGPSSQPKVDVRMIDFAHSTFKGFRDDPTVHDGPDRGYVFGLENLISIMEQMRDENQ
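ADP-Glo luminescence measures ADP made by human IP6K1 during a 2 h RT reaction with ATP/IP6 (mix at 1.3 mM/130 uM); top library doses 57.5 and 19.1 uM final.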
GPT2 inhibitor – GPT2 alanine aminotransferase inhibition. Potency, µM (titrated, usually from 57.7 µM), for the others: at the highest dose activity change, negative = inhibition, most hits filed as inhibitors. AID 1671188. Q8TD30. 100,000 compounds, 0.25% hits. Recombinant GPT2, coupled pyruvate oxidase/HRP Amplex Red fluorescence; further: potency means the concentration at half of the fitted maximal effect; nearly all actives have a fitted effect of over 60% in size; many of its hits are not listed in these tables
Target sequence (Q8TD30 whole entry, looked up): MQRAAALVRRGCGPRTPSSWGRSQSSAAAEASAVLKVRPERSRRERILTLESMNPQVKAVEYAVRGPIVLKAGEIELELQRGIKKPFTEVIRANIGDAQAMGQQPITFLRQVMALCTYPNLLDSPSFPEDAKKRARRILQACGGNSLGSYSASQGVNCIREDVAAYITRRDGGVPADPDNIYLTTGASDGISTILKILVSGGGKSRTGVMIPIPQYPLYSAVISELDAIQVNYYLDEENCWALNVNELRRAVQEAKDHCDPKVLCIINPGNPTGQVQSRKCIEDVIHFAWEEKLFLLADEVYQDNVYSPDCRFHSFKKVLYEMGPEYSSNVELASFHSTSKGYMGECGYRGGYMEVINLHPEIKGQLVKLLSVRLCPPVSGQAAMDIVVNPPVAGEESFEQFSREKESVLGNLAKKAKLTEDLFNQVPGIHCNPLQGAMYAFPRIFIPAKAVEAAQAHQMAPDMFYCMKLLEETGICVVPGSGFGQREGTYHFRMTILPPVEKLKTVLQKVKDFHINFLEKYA
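Fluorescence of coupled pyruvate oxidase/HRP/Amplex Red system (50uM Amplex, 30 min, dark) reports pyruvate formed by GPT2. Enzyme reaction: 10ng/uL GPT2, 2mM L-alanine, 250uM a-KG, 30 min room temperature, pH 7.5; 50uM AOA control.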
SNCA expr inhib – reduces expression of the alpha-synuclein gene | 140,000 compounds, 0.17% hits | Potency, µM (highest dose often 57.2 µM), for the others: at the top dose activity change, negative = inhibition, most hits filed as inhibitors | AID 1671194 | HEK-293 SNCA-luciferase knock-in, luminescence, 24 h;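 further: potency means the concentration at half of the fitted maximal effect; plate controls were DMSO cells for no effect and cell-free wells for full effect; nearly all actives have a fitted effect of over 45% in size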
HEK cytotox – HEK 293 cell cytotoxicity. Potency, µM (top dose mostly 115 µM), inactives show at the top dose activity change, negative = cytotoxicity, actives largely listed as inhibitors. 94,000 compounds, 6.6% hits. HEK 293 viability, ATP luminescence (CellTiter-Glo), 48-72 h; further: potency means the concentration at half of the fitted maximal effect; nearly all actives have a fitted effect of over 60% in size
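Cytotoxicity was scored by loss of ATP-coupled luminescence (CellTiter-Glo) in HEK 293 cells. Compound treatment ran 48 or 72 hr at 37 degree Celsius, 5% CO2, 95% humidity.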
Luciferase inh – Photinus pyralis luciferase inhibition. P08659. purified P. pyralis luciferase, luminescence, biochemical. AID 1347043. Potency, µM (top dose mostly 115 µM), for the others: at the top dose activity change, negative = inhibition, usual class: inhibitors. 76,000 compounds, 2.5% hits; further: potency means the concentration at half of the fitted maximal effect; nearly all actives have a fitted effect of over 65% in size
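Cell-free enzyme assay, 10nM P. pyralis luciferase, luciferin and ATP each at 10uM. Inhibition profiled over a 6-point titration, read as luminescence.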
* hit, by the source's call; i = inactive; u = inconclusive; x = no result given; & = joins results of further samples; [ ] = remark or other dose. Unless noted, the call rests on the fitted dose curve; in most records, active means well fitted curve in the direction sought with a large enough effect; inconclusive means small, poorly fitted or top-dose-only effect, or another doubt; inactive means no such curve, though single readings can be large; an effect the other way counts as inactive or inconclusive. Unless noted, on the % scale 0 is the no-effect control and ±100 the full control effect.

| canonical_smiles | 3T3 cytotox | SNCA viab count | IP6K1 inhibitor | GPT2 inhibitor | SNCA expr inhib | HEK cytotox | Luciferase inh |
| --- | --- | --- | --- | --- | --- | --- | --- |
| CC1(C)O[C@@H]2C[C@H]3[C@@H]4C[C@H](F)C5=CC(=O)CC[C@]5(C)[C@H]4[C@@H](O)C[C@]3(C)[C@]2(C(=O)CO)O1 | x | -13.4%[23.9 µM] | 5.1 | u | 50.2%[25.6 µM] | x | x |
| Cc1ccc(CNC(=O)CCNS(=O)(=O)c2ccc3c(c2)CCCC(=O)N3)cc1 | x | -2.0% | 5.9 | x | 14.6% | x | x |
| O=C1NCCCCCCN(C(=O)c2ccncc2)[C@H]2C[C@H](c3nc(Cc4ccccc4)no3)C[C@@H]12 | -13.0% | -17.1% | 4.6 | i | -5.7% | 2.6% | 0.6% |
| Cc1nnc(-c2cc(-c3cccc(N(C)C)c3)ccn2)n1Cc1ccncc1 | u | 1.7%[87.6 µM] | 3.9 | -13.9%[88.5 µM] | 6.6%[87.6 µM] | 0.7%[172 µM] | 1.0%[172 µM] |
| CCCN(CCC)C(=O)CSc1nc2ccccc2c(=O)n1Cc1ccco1 | x | -9.3% | -0.7 | x | -9.1% | x | x |
| COCCCNC(=O)C1CCc2nnc(-c3cccc(C(F)(F)F)c3)n21 (stereo not given) | 0.6% | -8.5% | 4.1 | 0.1% | 1.5% | 1.1% | x |
| COc1cccc(OCc2nnc(C(=O)N3CCC[C@@H]3c3nc4ccccc4[nH]3)n2-c2ccccc2)c1OC | u | -27.0% | 10.5 | -0.2% | 0.0% | i | 2.1% |
| COc1ccccc1-c1cccc(CN2CCCC(C(=O)N3CCN(c4ncccn4)CC3)C2)c1 (stereo not given) | u | -3.2% | -1.1 | i | -10.1% | 15.8µM* | x |
| Cc1ccc(C2Cn3nnc(-c4noc(-c5c(F)cccc5F)n4)c3CO2)cc1 (stereo not given) | 0.8% | -1.2% | 9.0 | i | 0.5% | 3.7% | 4.9% |
| CCCc1cc(CNC(=O)c2ccc(N3CCCN(CCC)CC3)nc2)on1 | -8.3% | 3.4% | 2.9 | 2.2% | -21.1% | -15.1% | 3.7% |
| CCCNC(=O)Cc1csc2nc(C)c(-c3cc(C)n(-c4ccc(C)cc4)n3)c(=O)n12 | -18.3% | 2.8% | 13.1 | i | 18.0% | i | -5.3% |
| O=C(NC1CC1)[C@@H]1C[C@H](Oc2ccccc2)CN1C(=O)c1ccncc1 | u | 7.0% | 5.2 | i | 1.4% | -23.8% | -12.3% |
| CCc1cc2c(cc3c(=O)n(CC(=O)NC4CCC(C)CC4)nc(CC)n32)s1 (stereo not given) | x | -8.6% | 8.7 | x | 98.5%[activator] | x | x |
| COc1ccc(S(=O)(=O)N2CCC(c3ccncc3)CC2)cc1OC | x | -2.4% | -1.8 | x | -9.7% | x | x |
| CCCN1CCN(C(=O)Cn2c(-c3cccs3)cc3ccccc32)CC1 | x | -11.4% | 4.0 | x | 30.6%[activator] | x | x |
| CN(Cc1ccccc1)c1ncnc2c1nnn2C | x | -1.4% | -5.1 | x | -2.1% | x | x |
| CC(=O)N1CCC(N2CCOC[C@H]2c2ncc(-c3ccc(C(F)(F)F)cc3)[nH]2)CC1 | -13.9%[138 µM] | 1.6%[87.6 µM] | -10.3 | -8.1%[88.5 µM] | -0.9%[87.6 µM] | -6.6%[172 µM] | -12.2%[172 µM] |
| COc1ccc2c(Oc3ccc(NC(=O)c4c(C)n(CC(C)(C)O)n(-c5ccccc5)c4=O)cc3F)ccnc2c1 | x | -22.4%&-8.5% | 12.0 | 3.5% | 4.2% | x | x |
| COc1ccc(CCNC(=O)CSC2=Nc3ccccc3C3=NC(CCC(=O)NCc4ccccc4)C(=O)N23)cc1OC (stereo not given) | x | u | 10.2 | x | 0.2% | x | x |
| Cn1c(=O)c(=O)n(C)c2cc(S(=O)(=O)Nc3ccc(Cl)c(C(F)(F)F)c3)ccc21 | x | 4.9% | 31.6 | x | 37.1%[activator] | x | x |
| CCc1cc2c(cc3c(=O)n(CC(=O)NC4CCCCC4)nc(CC)n32)s1 | x | -14.7% | -13.5 | x | 16.9% | x | x |
| C#CCNC(=O)c1cn2cc(-c3ccc(F)cc3)sc2n1 | -32.3%[138 µM] | 3.4%[87.6 µM] | 18.7 | i | 54.0%[activator][87.6 µM] | u | x |
| Cc1ccc(C(=O)N2CC(c3nnc(C(C)C)o3)C3(CCOCC3)C2)cc1 (stereo not given) | i | 16.6% | -2.4 | i | 61.1%[activator] | i | 5.1% |
| COCC(=O)NC1CCN(c2ccc3nnc(C4CC4)n3n2)C1 (stereo not given) | -22.9%[138 µM] | x | 6.0 | x | x | 1.3%[172 µM] | x |
| COc1ccc(CN2CCN(c3ccnc(C)n3)CC2CCO)c(C)c1C (stereo not given) | -13.2% | -10.0% | 39.6 | -11.8% | -9.0% | u | -22.3% |
| CCOC(=O)CNC(=O)N1CCC2(CC1)N(Cc1ccccc1)C(=O)CS2(=O)=O | -13.2% | 8.7% | 11.9 | i | 11.0% | -2.5% | x |
| Cc1cnc(CCNC(=O)c2n[nH]c(=O)c3ccccc23)n1C1CCCCC1 | -18.3% | -0.1% | -1.5 | i | 7.6% | u | 0.9% |
| CC(C)OCCCNC(=O)C(=O)Nc1ccc2nc3n(c(=O)c2c1)CCCCC3 | x | 6.0% | -1.6 | x | 24.1% | x | x |
| CCCCN(CCC(=O)NCCCOC)C(=O)c1ccoc1 | -1.3% | 9.1% | 16.2 | i | 1.2% | -19.8% | 5.5% |
| CCn1ncc(N2CCC(NC(=O)c3ccc(OC)cc3C)CC2)cc1=O | -7.8% | -13.1% | 32.6 | 3.8% | -18.8% | 1.2% | 6.0% |
| CN1CCC(N(C)C(=O)C2CCN(C(=O)N3CC4CC(C3)[C@H]3CCCC(=O)N3C4)CC2)CC1 (stereo not given in full) | i | -3.3% | 21.8 | -12.0% | 2.0% | -8.6% | -1.3% |
| COc1cccc(CNC(=O)N2CCCC(Cn3cnc4cccnc43)C2)c1 (stereo not given) | -18.1% | 10.4% | -16.4 | i | -6.8% | -17.8% | -8.3% |

Continuation:
SMILES	3T3 cytotox	SNCA viab count	IP6K1 inhibitor	GPT2 inhibitor	SNCA expr inhib	HEK cytotox	Luciferase inh
Cc1ccc([S+](=O)([O-])NCCNC(=O)c2cccc(-c3ccsc3)c2)cc1	u	-1.2%	-3.0	0.9%	-16.4%	u	x
O=C(CCC(=O)n1ncc2c(Cl)cccc21)N1CCC(Cc2nc(C3CCOCC3)no2)CC1	-15.1%	-11.1%	15.0	i	-2.1%	u	-14.2%
CCc1ccc(NC(=O)C2=CC(c3cccs3)=NS(=O)(=O)N2C)cc1	x	-14.4%	-12.4	x	47.8%[activator]	x	x
CC[C@H]1CN2CCc3cc(OC)c(OC)cc3[C@@H]2C[C@@H]1C[C@H]1NCCc2cc(OC)c(OC)cc21	x	u	15.1	2.3%	-67.0%	x	x
CN(Cc1ccncc1)Cc1cccn1C	u	-2.1%[87.6 µM]	-2.7	0.5%[88.5 µM]	14.8%[87.6 µM]	u	-5.2%[230 µM]
C[C@@H]1C(=O)O[C@H]2[C@H]1CC[C@@]1(C)Cc3sc(NC(=O)CC(C)(C)C)nc3[C@@H](C)[C@H]21	u	u	14.4	1.9%[88.5 µM]	-34.9%[87.6 µM]	31.6µM*	20µM*
O=C(NCC(c1ccco1)S(=O)(=O)c1cccs1)c1c(F)cccc1F (stereo not given)	x	-0.1%	-1.2	x	72.1%[activator]	x	x
CCOC(=O)[C@@H]1CN(C(=O)CCc2ccccc2)[C@H]2c3ccccc3O[C@@H]12	u	x	10.3	x	x	u	x
CCOCCn1c(=O)[nH]c2cc(C(=O)NCCN3CCCC3=O)ccc21	1.4%	-1.1%	-17.2	2.6%	-2.8%	-3.9%	10.5%
CCN(CC)C(=O)CN1C(=O)NC2(CCC(C)CC2)C1=O (stereo not given)	i	10.0%	14.0	i	-17.2%	15.9%	-2.7%
O=C(NCc1cccnc1Oc1ccccc1)c1ccccn1	-0.1%	1.2%	-10.0	i	29.2%	0.5%	-3.7%
Oc1c(Cl)cc(Cl)cc1Sc1cc(Cl)cc(Cl)c1O	x	1.1%[23.9 µM]	9.7	1.3%	-20.0%[25.6 µM]	x	x
CC(C)N(CCCNC(=O)Cn1ncc2c([nH]c3ccccc32)c1=O)Cc1ccccc1	x	1.8%	-2.8	x	-12.4%	x	x
O=C1N[C@H](CC(=O)N2CCN(CCc3ccncc3)CC2)C(=O)Nc2ccccc21	3.3%	-1.0%	-0.4	i	-14.6%	13.7%	6.5%
CCCS(=O)(=O)c1nc(S(=O)(=O)c2ccc(C)cc2)c(NC)s1	x	-2.6%	2.1	x	-25.5%	x	x
COC(=O)c1c(-c2cccs2)csc1NC(=O)COc1c(C)ccc(C)c1C	x	-5.3%	-0.4	x	-7.8%	x	x
Cc1c(C(=O)N(Cc2ccc(N(C)C)cc2)CC2CCCO2)oc2ccc(Br)cc12 (stereo not given)	x	-29.1%	-1.0	x	53.1%[activator]	x	x
CC(=O)Nc1ccc(NC(=O)CSc2nc3ccccc3nc2N2CCCCC2)cc1	x	-1.6%	-8.4	x	0.1%	x	x
CC(C)CC(=O)N1CCCCCC1CN1CCOCC1 (stereo not given)	i	-1.0%	-9.0	4.1%	-26.9%	1.1%	-2.9%
Cc1noc(C)c1Cc1c(C(=O)N2C[C@@H](Oc3cccnc3)C[C@H]2C(N)=O)noc1C	-12.3%	6.3%	10.4	i	1.6%	-1.0%	-0.2%
CC(=O)N1CCc2cc(S(=O)(=O)NC(Cc3ccccc3)C(=O)Nc3cc(C)ccc3C)ccc21 (stereo not given)	x	-9.4%	14.8	x	-6.4%	x	x

Rewritten with two lines to a compound: part of the list above.
Results follow in this order: 3T3 cytotox | SNCA viab count | IP6K1 inhibitor | GPT2 inhibitor | SNCA expr inhib | HEK cytotox | Luciferase inh
CCOCCn1c(=O)[nH]c2cc(C(=O)NCCN3CCCC3=O)ccc21
    1.4% | -1.1% | -17.2 | 2.6% | -2.8% | -3.9% | 10.5%
CCN(CC)C(=O)CN1C(=O)NC2(CCC(C)CC2)C1=O (stereo not given)
    i | 10.0% | 14.0 | i | -17.2% | 15.9% | -2.7%
O=C(NCc1cccnc1Oc1ccccc1)c1ccccn1
    -0.1% | 1.2% | -10.0 | i | 29.2% | 0.5% | -3.7%
Oc1c(Cl)cc(Cl)cc1Sc1cc(Cl)cc(Cl)c1O
    x | 1.1%[23.9 µM] | 9.7 | 1.3% | -20.0%[25.6 µM] | x | x

This is a subset. The share of hits here may be higher or lower than overall.
